NF-kB expr up: compounds increasing NF-kB expression in human neuronal cells; 190,000 compounds, 1.6% hits; AID 1239; fold change at 12.5 µM; NF-kB reporter expression; active compounds read high; in the data active means fold change above about 3.3
STAT3 act: increases IL-6 driven STAT3 reporter signal. activation (% of control), % at 5.6 µM. AID 871. U3A cells, IL-6 STAT3-luciferase reporter, luminescence; 100% = signal with IL-6 EC80 alone. 190,000 compounds, 0.91% hits;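 active means activation above the screen-wide mean of compound activation plus 3 SD, cut at about 130% in these data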;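 further: 0% = background luminescence of wells with medium and substrate only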
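Test system: human U3A cells carrying STAT3-luciferase construct; control set: IL-6-only wells as 100% reference; timing: compound pre-incubation 1 h before IL-6, then 6 h stimulation at 37 °C; also added: IL-6 stimulus at 33 ng/mL final; evaluation: % activation versus median of IL-6-stimulated wells; detection: reporter luminescence signal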
APP 5'UTR act: APP 5'UTR luciferase reporter activation | activation, % at 2 µM | 190,000 compounds, 1% hits | SH-SY5Y APP 5'UTR luciferase reporter, luminescence; zero percent = DMSO vehicle wells;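 active means activation above a set limit, based on mean plus 3 SD of controls, cut at about 140% in these data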; further: values of inactives mirror those of a sister screen read the other way
FLuc stim CS: affects firefly luciferase, flagging false hits in luciferase stimulation screens; ATPlite luciferase biochemical, luminescence, 10 min; 0 = ATP-free wells, 1 = DMSO control; activation factor at 10 µM; 200,000 tested, under 10 active;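 active means luciferase activation factor, scaled between plate controls, of at least 2 with compound at 10 µM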
Target sequence (P08659 whole entry, looked up): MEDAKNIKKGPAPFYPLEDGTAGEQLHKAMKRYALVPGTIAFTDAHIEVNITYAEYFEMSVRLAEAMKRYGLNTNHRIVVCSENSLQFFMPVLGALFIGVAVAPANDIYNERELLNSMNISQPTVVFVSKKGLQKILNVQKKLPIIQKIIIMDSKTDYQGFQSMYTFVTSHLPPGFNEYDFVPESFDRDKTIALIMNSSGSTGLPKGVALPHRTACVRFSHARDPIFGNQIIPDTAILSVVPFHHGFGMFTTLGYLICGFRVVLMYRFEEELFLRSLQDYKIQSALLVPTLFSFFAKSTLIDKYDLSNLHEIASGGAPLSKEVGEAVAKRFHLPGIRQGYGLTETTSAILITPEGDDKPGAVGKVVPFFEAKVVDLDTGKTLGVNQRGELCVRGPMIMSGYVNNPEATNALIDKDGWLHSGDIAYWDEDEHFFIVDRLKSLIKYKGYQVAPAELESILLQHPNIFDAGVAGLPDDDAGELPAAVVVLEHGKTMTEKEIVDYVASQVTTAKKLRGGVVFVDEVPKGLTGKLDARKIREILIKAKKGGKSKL
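System: Luciferase/luciferin detection reagent, cell-free biochemical luciferase assay | Medium: PBS buffer for ATP | Dosing: Test compounds dosed from 2 mM stocks in 100% DMSO | Timing: 10 min at ambient temperature | Signal: Luminescence measurement of luciferase light output | Evaluation: Luciferase activation, seen as luminescence increase over controls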
STAT3 inh: inhibitors of IL-6 induced STAT3 signaling | U3A cells, IL-6 STAT3-luciferase reporter, luminescence; host cell line lacks STAT1 | inhibition, % at 5.5 µM | 190,000 compounds, 0.89% hits | AID 862;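 active means inhibition above the mean inhibition across all screened compounds plus 3 SD, cut at about 44% in these data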;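 further: 0% = DMSO only wells and 100% = 100 µM nifuroxazide control wells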
FLuc inh counter: counter-screen for luciferase assay inhibitors: firefly luciferase inhibition; 200,000 compounds, 1.5% hits; AID 1006; P08659; ATPLite firefly luciferase biochemical luminescence, 10 min; inhibition, % at 10 µM;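 active means inhibition above about 50% when tested at 10 µM, limit read from the data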
STAT1 act: activators of IFN-gamma induced STAT1 signaling; NIH 3T3 STAT1-luciferase reporter, luminescence; 100% = IFN-gamma alone, no compound; activation (% of control), % at 5.5 µM; 200,000 compounds, 2.6% hits;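 active means activation above the screen-wide mean activation plus 3 SD, cut at about 130% in these data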;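 further: raw ratio to IFN-gamma control signal so 100% means no change and 0% no light; values of inactives mirror those of a sister screen read the other way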
STAT1 inh: reduces IFN-gamma driven STAT1 reporter signal; NIH 3T3 STAT1-luciferase reporter, luminescence; inhibition, % at 5.5 µM; 200,000 compounds, 0.35% hits; AID 920;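 active means inhibition above a set limit, the mean inhibition across all tested compounds plus 3 SD, cut at about 34% in these data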;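 further: 0% = IFN-gamma with DMSO and 100% = IFN-gamma with 300 µM nifuroxazide; values of inactives mirror those of a sister screen read the other way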
APP 5UTR inh: APP translation inhibition; 190,000 compounds, 0.82% hits; SH-SY5Y APP 5'UTR-luciferase reporter, luminescence; inhibition, % at 2 µM;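 active means inhibition above a set limit, derived from the sample mean plus 3 SD, cut at about 45% in these data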; further: values of inactives mirror those of a sister screen read the other way
ROMK primary: human ROMK K+ channel modulation, primary screen; 130,000 compounds, 2% hits; B-score at 10 µM; P48048; Tet-inducible ROMK, thallium flux fluorescence; actives lie on both sides; AID 1918;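 active means signal ratio slope over the read window, or its plate-corrected B-score, at least 3 SD from the plate mean, either direction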;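 further: B-score of the F/F0 ratio slope over 7 to 12 s after thallium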
Target sequence (P48048 whole entry, looked up): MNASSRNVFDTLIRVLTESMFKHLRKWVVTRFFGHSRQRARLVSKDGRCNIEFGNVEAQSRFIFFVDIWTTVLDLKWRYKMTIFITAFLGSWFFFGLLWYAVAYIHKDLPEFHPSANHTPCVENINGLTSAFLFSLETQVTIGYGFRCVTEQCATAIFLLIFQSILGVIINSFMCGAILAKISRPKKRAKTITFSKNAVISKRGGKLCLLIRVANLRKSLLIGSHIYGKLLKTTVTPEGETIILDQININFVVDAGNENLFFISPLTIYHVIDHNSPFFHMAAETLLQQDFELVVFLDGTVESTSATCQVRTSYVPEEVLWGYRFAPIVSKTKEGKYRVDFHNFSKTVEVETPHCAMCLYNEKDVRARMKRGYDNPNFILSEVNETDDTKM
Active calls of the source: *; nt = no result given. A portion of the library. The share of hits here may be higher or lower than overall.

Results follow in this order: FLuc inh counter, ROMK primary, STAT1 inh, STAT3 act, APP 5'UTR act, APP 5UTR inh, FLuc stim CS, STAT1 act, NF-kB expr up, STAT3 inh
CC1=C(C(=O)OC(C)C)[C@]2(C(=O)N(CC(N)=O)c3ccccc32)C(C#N)=C(N)O1
→ -13, 1.6, -6, 110, -4, 4, 1.1, 105, 1.2, -8
COc1ccc(/C=C2/C(=O)NC(=S)N(C3CC3)C2=O)cc1CN1C(=O)c2ccccc2C1=O
→ -7, nt, 12, 89, -1, 1, 1.1, 89, 1.3, 9
CC1(C)C(c2ccccc2)=NC(c2cccnc2)=[N+]1[O-]
→ -13, nt, -4, 105, -16, 16, 1.1, 105, 0.98, 1
CC(C)(C)n1cc(C(=O)c2ccc3ccccc3c2O)cn1
→ 69*, -0.0085, 30, 47, 212*, -212, 0.3, 72, 1.5, 65*
CCn1c(C)cc(/C=C2\C(=O)NC(=O)N(c3ccccc3C)C2=O)c1C
→ -7, 0.96, 1, 94, 2, -2, 1.1, 98, 0.88, 13
CN1C(=O)C(Cc2ccsc2)C(=O)N(C)C1=O
→ -6, 0.0014, 2, 109, 8, -8, 1.1, 98, 1.5, -8
CCCCOC(=O)C1=C(N)OC2=C(C(=O)CC(C)(C)C2)[C@]12C(=O)N(C)c1ccccc12
→ -1, nt, -1, 99, -7, 7, 1, 102, 1.2, 7
Cc1nc2c(-c3ccccc3)c(C)nn2c(C)c1CCC(=O)N1CCC2(CC1)OCCO2
→ -8, nt, 8, 99, 13, -13, 1.1, 93, 1.2, 8
COc1ccc(O)c(CN2CCCC(C(=O)c3ccccc3SC)C2)c1 (stereo not given)
→ -7, -0.083, -4, 104, -14, 14, 1.1, 102, 0.89, 2
Cc1ccccc1-n1c(O)c(C=NCCN2CCOCC2)c(=O)[nH]c1=O
→ -8, nt, 4, 97, 1, -1, 1.1, 97, 1.2, 8

Results follow in this order: FLuc inh counter, ROMK primary, STAT1 inh, STAT3 act, APP 5'UTR act, APP 5UTR inh, FLuc stim CS, STAT1 act, NF-kB expr up, STAT3 inh
C=CCn1c(O)c(C(C)=NCCN2CCCCC2)c(=O)[nH]c1=O
→ -5, 0.06, 10, 96, -11, 11, 1, 91, 1.1, 10
COc1ccc(CCN(C)Cc2ccncc2)cc1OC
→ -4, nt, -3, 105, -7, 7, 1, 103, 1.3, -2
Cc1ccc2c(c1)CC1(CN2C)C(=O)NC(=O)N(C(C)C)C1=O (stereo not given)
→ -10, nt, 2, 112, 15, -15, 1.1, 100, 0.94, -13
CN1CCN(C(=O)COc2ccc3ccccc3c2Br)CC1
→ -2, -1.7, -10, 96, 69, -36, 1, 108, 1.4, 11
CCC(C)N1C(=O)/C(=C/c2ccc3c(c2)CCN3CCCCl)C(=O)NC1=S (stereo not given)
→ 7, -0.57, 5, 107, -7, 7, 0.9, 95, 1.6, -6
CC(Cc1ccccc1)NCc1ccccc1O (stereo not given)
→ -4, -0.64, 2, 103, 11, -11, 1, 96, 1.2, 0
Cc1cccc(-n2c(CN3C(=O)c4ccccc4C3=O)nc3ccccc3c2=O)n1
→ nt, nt, 0, 108, 7, -7, nt, 100, nt, -5
Cc1ccc(N=C(N(C)C)P(=O)(N(C)C)N(C)C)cc1
→ -8, 1.7, 0, 104, -7, 7, 1.1, 99, 1.1, -4
CSc1nnc(C2CCNCC2)n1C
→ -3, 0.25, -5, 105, 1, -1, 1, 104, 1.2, -1
CCOC(=O)Cc1csc(NC(=O)c2c(O)c3ccccc3n(CCC(C)C)c2=O)n1
→ 2, -0.078, -3, 103, 5, -5, 1, 101, 1.4, -1

Results follow in this order: FLuc inh counter, ROMK primary, STAT1 inh, STAT3 act, APP 5'UTR act, APP 5UTR inh, FLuc stim CS, STAT1 act, NF-kB expr up, STAT3 inh
CCN1CCN(c2cn[nH]c(=O)c2Cl)CC1
→ -4, -0.033, 10, 97, 19, -19, 1, 91, 0.98, 6
Cc1cc(C=O)c(C)n1C(C)C
→ -5, 0.82, -3, 105, 15, -15, 1.1, 102, 1.1, -5
N#CCCn1cc(C(=O)NCc2ccccc2)c(-c2ccc3c(c2)OCCO3)n1
→ -5, -0.13, -4, 97, 13, -13, 1, 104, nt, 9
Cn1c(O)c(/C=C/C=Nc2ccccc2)c(=O)n(C)c1=O
→ 0, nt, -8, 99, 10, -10, 1, 107, 1.1, 0
Cc1ccc(-c2nc3ccccc3c(=O)n2-c2ccccn2)cc1
→ 7, nt, 4, 90, 4, -4, 0.9, 96, 0.91, 13
CCS(=O)(=O)NCc1nnc2n1-c1ccc(Cl)cc1C(c1ccccc1)=NC2
→ -8, 0.00065, 5, 105, 14, -14, 1.1, 95, 1.4, -9
Cc1oc(-c2ccccc2Cl)nc1CN1C(=O)CN=C(c2ccccc2)c2ccccc21
→ -4, -2.8*, 6, 98, -13, 12, 1, 95, 0.69, 2
Cc1c2cnn(CC(=O)N3CCC4(CC3)OCCO4)c(=O)c2c(C)n1Cc1ccccc1
→ -5, -0.064, 4, 96, 4, -4, 1.1, 98, 1.4, 9
COc1cc2c(cc1OC)C(C(=O)N1CCC3(CC1)OCCO3)C(c1ccccc1F)N(C)C2=O (stereo not given)
→ 0, 1.2, 2, 99, -11, 11, 1, 98, 0.35, 4
CC(C)OP(=O)(OC(C)C)C(O)c1cccnc1 (stereo not given)
→ -1, 0.94, 4, 100, -13, 13, 1, 97, 1, 3

Results follow in this order: FLuc inh counter, ROMK primary, STAT1 inh, STAT3 act, APP 5'UTR act, APP 5UTR inh, FLuc stim CS, STAT1 act, NF-kB expr up, STAT3 inh
Cc1ccc(N2C(=O)NC(=O)C3(Cc4ccccc4N4CCCC43)C2=O)cc1 (stereo not given)
→ -8, 0.33, 0, 109, -11, 11, 1.1, 96, 1.1, -9
CCc1c(C)nc(N)nc1N1N=C1SCC(=O)OC
→ -2, 0.47, -7, 102, 13, -13, 1, 104, 1.1, 2
CCC(=O)N1CC(=O)Nc2ccc(Br)cc2C1c1ccccc1 (stereo not given)
→ 3, nt, 0, 105, -11, 11, 1, 99, 1.6, -5
NC(N)=N/N=C/c1cn(-c2ccccc2)nc1-c1cccs1
→ 42, -2.4, -4, 83, 15, -15, 0.6, 102, 0.61, 28
CSc1nnc([C@@H](N)Cc2c[nH]c3ccccc23)o1
→ -6, -1.1, 1, 99, 9, -9, 1.1, 99, 0.87, 12
CCCCn1c(N)c(C(=O)NCCN2CCOCC2)c2nc3ccccc3nc21
→ -1, -0.45, -8, 98, 4, -4, 1, 107, 0.49, 9
O=C(c1cc(S(=O)(=O)N2CCCCC2)ccc1F)N1CCC2(CC1)OCCO2
→ -2, -0.26, -5, 102, -8, 8, 1, 104, 1.2, 5
OC(CNCCc1c[nH]c2ccccc12)C(F)(F)F (stereo not given)
→ 0, -0.78, -2, 97, 0, 0, 1, 101, 1.2, 14
CNC(=O)Oc1ccc(-c2cn3cc(C)ccc3n2)cc1
→ 97*, nt, 82*, 12, 49, -49, 0, 28, 5*, 106*
Cc1ccc(NP(=O)(Nc2ccc(C)cc2)Oc2ccccc2)cc1
→ -5, -0.13, 9, 100, 16, -16, 1.1, 91, 0.97, 2

Results follow in this order: FLuc inh counter, ROMK primary, STAT1 inh, STAT3 act, APP 5'UTR act, APP 5UTR inh, FLuc stim CS, STAT1 act, NF-kB expr up, STAT3 inh
Cc1[nH]c2ccccc2c1C1=CCNCC1
→ -2, nt, -2, 90, 22, -22, 1, 102, 2.6, 12
COP(=O)(OC)C(NC(C)=O)C(Cl)(Cl)Cl (stereo not given)
→ -4, 0.24, -5, 102, -16, 16, 1, 102, 1.1, 4
Cc1ccc(OCC(=O)NCCN2CCN(C(=O)COc3ccc(C)cc3)CC2)cc1
→ -8, -0.091, 10, 95, 2, -2, 1.1, 91, 1.1, 9
O=C(Cc1ccc(Cl)c(Cl)c1)NCC1(N2CCOCC2)CCCCC1
→ 3, -0.39, 2, 95, 32, -32, 1, 98, 0.99, 8
COc1ccccc1CC1/C(=N/O)C2CCN1CC2 (stereo not given)
→ -2, nt, 1, 105, 3, -3, 1, 99, 1.4, -2
CCCC1=C(C(=O)OCC)C2(C(=O)Nc3ccc(C)cc32)C(C#N)=C(N)O1 (stereo not given)
→ -5, nt, 7, 106, 6, -6, 1.1, 94, 1.3, -3
Cn1c(=O)n(C)c2cc([N+](=O)[O-])c(N3CCNCC3)cc21
→ -4, 0.063, 3, 91, -4, 4, 1, 96, 1.1, 18
CC(C)[C@@]1(NC(=O)[C@@H]2C[C@@H]3c4cccc5[nH]cc(c45)C[C@H]3N(C)C2)O[C@@]2(O)[C@@H]3CCCN3C(=O)[C@H](Cc3ccccc3)N2C1=O
→ 3, nt, 13, 74, 3, -3, 1, 88, 0.81, 32
NS(=O)(=O)c1ccc(N=Cc2c(O)n(-c3ccccc3)c(=O)[nH]c2=O)cc1
→ -7, 0.74, -6, 105, 9, -9, 1.1, 104, 1.2, -5
CCOC(=O)C(=O)NC1CCSC1=O (stereo not given)
→ -6, nt, 1, 100, 27, -27, 1.1, 99, 1.3, 1
CCN(CC)c1ccc(/C=C2/C(=O)NC(=O)N(CC3CCCO3)C2=O)cc1 (stereo not given)
→ 0, nt, -5, 102, -9, 9, 1, 104, 0.87, 2
C/C(=N\NC(N)=O)c1c(O)n(C)c(=O)n(C)c1=O
→ 0, 0.071, -11, 109, 2, -2, 1, 110, 1.2, -12
CCCCc1ncc(CN2CCCC(C(=O)c3ccc(SC)cc3)C2)[nH]1 (stereo not given)
→ 0, -2.5, 20, 91, -2, 2, 1, 81, 0.82, 16

Screening data: PubChem BioAssay, several laboratories
